Source: PubChem (several laboratories)
CHT allo act = CHT positive allosteric modulators, primary screen, cell-based, membrane potential dye, choline EC20 | AID 488977, 2010 | 310,000 tested, 0.49% active | B-score at 10 µM | CHT-expressing cells; hits give high values; LV-AA mutant CHT in HEK293 cells;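 active = initial fluorescence not abnormally high and integrated response B-score, plate-corrected, over 3 SD above library mean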
Target sequence (Q9GZV3 whole entry, looked up): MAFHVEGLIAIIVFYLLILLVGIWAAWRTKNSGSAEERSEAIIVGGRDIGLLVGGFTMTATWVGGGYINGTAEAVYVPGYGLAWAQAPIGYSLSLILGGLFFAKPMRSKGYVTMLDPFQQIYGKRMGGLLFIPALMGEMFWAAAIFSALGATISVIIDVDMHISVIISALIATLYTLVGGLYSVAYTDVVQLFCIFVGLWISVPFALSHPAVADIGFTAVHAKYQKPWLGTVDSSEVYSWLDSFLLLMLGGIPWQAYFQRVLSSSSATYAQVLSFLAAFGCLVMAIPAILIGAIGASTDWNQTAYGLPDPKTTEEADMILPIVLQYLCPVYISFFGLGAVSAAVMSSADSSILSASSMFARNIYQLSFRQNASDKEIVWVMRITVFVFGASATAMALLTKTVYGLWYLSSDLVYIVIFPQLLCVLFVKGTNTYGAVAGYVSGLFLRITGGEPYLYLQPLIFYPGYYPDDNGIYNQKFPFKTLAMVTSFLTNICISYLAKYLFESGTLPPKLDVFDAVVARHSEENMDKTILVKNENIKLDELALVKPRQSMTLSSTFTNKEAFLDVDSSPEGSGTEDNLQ
STK33 inh = inhibitors of purified STK33 kinase, primary screen, biochemical, ADP-Glo luminescence, homogeneous, cell-free. Serine/threonine-protein kinase 33 (Homo sapiens), Q9BYT3. MBP phosphorylation. AID 2661, 2010. inhibition, % at 10 µM. 320,000 tested, 0.073% active;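 active = inhibition at or above 25%, using the most active replicate where run in duplicate; inactive = inhibition below 25%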
Target sequence (Q9BYT3 whole entry, looked up): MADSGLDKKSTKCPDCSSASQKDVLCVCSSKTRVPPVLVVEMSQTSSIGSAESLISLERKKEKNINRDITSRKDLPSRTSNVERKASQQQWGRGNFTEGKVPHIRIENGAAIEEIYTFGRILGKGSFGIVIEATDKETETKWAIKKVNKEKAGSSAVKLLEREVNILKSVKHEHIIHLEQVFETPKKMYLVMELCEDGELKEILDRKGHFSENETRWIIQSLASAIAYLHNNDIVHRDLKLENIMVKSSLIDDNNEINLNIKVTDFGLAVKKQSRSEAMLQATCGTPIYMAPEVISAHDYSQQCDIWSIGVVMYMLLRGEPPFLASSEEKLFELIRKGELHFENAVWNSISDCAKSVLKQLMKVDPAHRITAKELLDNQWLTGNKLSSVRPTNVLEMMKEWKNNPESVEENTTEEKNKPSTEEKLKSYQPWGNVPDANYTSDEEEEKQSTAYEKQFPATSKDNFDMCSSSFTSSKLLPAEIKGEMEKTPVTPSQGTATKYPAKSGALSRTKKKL
CHT block = inhibitors of human choline transporter CHT. High affinity choline transporter 1 (Homo sapiens), Q9GZV3. CHT-expressing cells, membrane potential dye, choline response; hits give low values. B-score at 10 µM. 310,000 tested, 0.86% active;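 active = B-score over 3 SD under the library average, and starting fluorescence ratio not unusually high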;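 also: choline stimulus applied at its EC90 after an EC20 pre-addition; B-score computed on integrated fluorescence ratio after choline addition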
* = called active by the depositor; i = inactive; · = no result given. These rows are one share of the data; the hit share may differ from the screen's.

SMILES	CHT allo act	STK33 inh	CHT block
O=C1NC(=O)N(c2cccc(F)c2)C(=O)/C1=C/c1ccc(N2CCOCC2)cc1	i	-0.3	i
Cc1cc(OCC(=O)N2CCC(C(N)=O)CC2)c2c3c(c(=O)oc2c1)CCCC3	i	-0.1	i
O=C(c1cc2c(s1)-c1ccccc1OC2)N1CCC2(CC1)OCCO2	i	1.0	i
COC(=O)C1=CO[C@@H](C)[C@@H]2CN3CC[C@@]4(C(=O)Nc5ccccc54)[C@@H]3C[C@H]12	i	-0.3	i
CCS(=O)(=O)N1CCC(C(=O)N2CCC3(CC2)OCCO3)CC1	i	-2.2	i
Cc1ccc(OP(N)(=O)Oc2ccc(C)cc2)cc1	i	·	i
OC(c1ccccc1)(c1ccccc1)C1CCNCC1	i	-0.9	i
CN1C(=O)c2ccccc2Sc2ccc(C(=O)N3CCC4(CC3)OCCO4)cc21	i	0.7	i
Cc1ccc(N2C(=O)/C(=C/c3ccc(CN(CCC#N)S(C)(=O)=O)o3)C(=O)NC2=S)cc1C	i	-0.8	i
CCCCCSc1cc(OC)c(CCNC)cc1OC	i	·	i
Cc1cc(C(=O)N=Nc2c(O)n(C)c3ccccc23)c(C)o1	i	1.5	i
COc1ccc(-c2nn(CCC#N)cc2C(=O)Nc2ccccc2Br)cc1	i	·	i
O=c1[nH]c(=S)n(CCC2=CCCCC2)c(O)c1C=NCCCn1ccnc1	i	0.1	i
COc1cc2c(cc1OC)[C@@]13CCN4CC5=CCO[C@H]6CC(=O)N2[C@H]1[C@H]6[C@H]5C[C@H]43	i	1.5	i
Cc1nn(Cc2ccc(Cl)cc2Cl)c(Cl)c1C(=O)Nc1ccc(OC(F)F)cc1	i	-3.2	i
Cc1ccccc1-n1c(O)c(C=Nc2ccc(N(C)C)cc2)c(=O)[nH]c1=O	i	-0.9	i
O=[N+]([O-])c1ccc(N2CCNCC2)cc1Sc1ccccn1	i	-1.2	i
O=C1CN=C(c2cccc(Br)c2)c2cc(Br)ccc2N1	i	-1.0	i
O=C(O)c1cccc2nc3ccccc3nc12	i	-1.6	i
CC(C)COc1ccc(C2(C#N)CC[N+](C)(C)CC2)cc1	i	-0.6	i
CNCCc1nc(N)n[nH]1	i	0.4	i
CCCCn1c(O)c(C(C)=NCCc2ccccc2)c(=O)[nH]c1=O	i	-3.3	i
CCCCCCn1c(=O)c(C(=O)Nc2ncccc2C)c(O)c2ccccc21	i	-2.9	i
O=C(/C=C/c1ccc(Cl)cc1)NC(=S)N1C[C@H]2C[C@H](C1)c1cccc(=O)n1C2	i	-1.3	i
C=CCN1C(=O)NC(=O)/C(=C/c2cnc(SC)nc2)C1=O	i	0.0	i
CC/C(=C\C=C\[C@@H]1C=C[C@@H]2CCC[C@H]2[C@@H]1C(=O)c1ccc[nH]1)[C@@H]1O[C@@H]([C@@H](C)C(=O)O)CC[C@@H]1C	i	·	-5.5*
CN(C)C(=O)Oc1cccc2c(OC(=O)N(C)C)cccc12	i	-0.8	i
CC1CCC(N(C)C2CCN(C)CC2)CC1 (stereo not drawn)	i	-0.7	i
COc1ccc(CC[n+]2cc(/N=C(\C)[O-])on2)cc1OC	i	-2.2	i
COc1ccc([C@@H](O)[C@@H](N)c2ccccc2)cc1	i	-0.4	i
CC1=C2[C@@H]3OC(=O)[C@H](C)C3CC[C@@]2(C)C=CC1=O (stereo partly drawn)	i	-0.9	i
Cc1ccc(-n2c(-c3cccs3)nc3ccccc3c2=O)cc1	i	-1.3	i
Cc1cc(C)cc(N2C(=O)NC(=O)/C(=C\c3cc(C)n(C)c3C)C2=O)c1	i	-1.1	i
Cc1ccccc1OCCCn1cc(C(=O)C(=O)N2CCOCC2)c2ccccc21	i	-4.6	i
O=c1c2ccccc2ncn1-c1ccc([N+](=O)[O-])c(C(F)(F)F)c1	i	-0.2	i
Cc1ccc(NP(=O)(Oc2ccccc2F)Oc2ccccc2F)cc1C	i	-1.3	i
COc1ccccc1CC(=O)N1CCN(CCc2ccccc2)CC1	i	-0.4	i
CCCCn1c(NS(=O)(=O)c2ccccc2)c(C(=O)OCC)c2nc3ccccc3nc21	i	-4.0	i
C=CCn1c(O)c(C(C)=NCc2ccco2)c(=O)[nH]c1=O	i	-0.7	i
CCN(CC)P(c1n(C)cc[n+]1C)N(CC)CC	i	10	i
CC(=O)c1cn(Cc2ccc(F)cc2)c2ccccc12	i	-3.7	i
CCOc1ccc(N2C(=O)NC(=O)/C(=C/c3cnc(SC)nc3)C2=O)cc1	i	0.1	i
C=CCn1c(O)c(C=NC2CCN(Cc3ccccc3)CC2)c(=O)[nH]c1=O	i	-4.0	i
O=C1NC(=O)N(c2ccccc2)C(=O)/C1=C\c1ccc2c3c(cccc13)CC2	i	2.4	i
Cc1cc(C)nc(-n2c(C)nc3cc(Cl)ccc3c2=O)c1	i	-0.5	i
N#CC1=C(N)Oc2c(c(=O)oc3ccccc23)C1c1cccnc1 (stereo not drawn)	i	-0.5	i
CN1C(=O)/C(=C/C=C/c2ccco2)C(=O)NC1=S	i	11	i
Cc1ccc(-n2c(O)c(/C=N/NC(=O)c3ccncc3)c(=O)[nH]c2=O)cc1	i	4.2	i
CC(c1ccccc1)[n+]1ccccc1 (stereo not drawn)	i	0.8	i
Nc1c2c(nc3sc4c(c13)CCCCC4)CCCC2	i	-0.8	i
COc1ccc(C2SCC(=O)Nc3c2c(C)nn3-c2ccccc2)cc1OC (stereo not drawn)	i	-0.5	i
COc1ccccc1OCC(=O)N1CCN(Cc2ccc3c(c2)OCO3)CC1	i	0.9	i
O=C(/C=C/c1ccccc1)NCCc1cnc[nH]1	i	-0.5	i
CC(=O)C1C(=O)NC23CCCCC2C1c1ccccc1O3 (stereo not drawn)	i	-2.0	i
CCOC(=O)C(O)(c1ccc(NC(=O)NC)cc1)C(F)(F)F (stereo not drawn)	i	-0.5	i
CCSc1nnc(C(N)Cc2ccccc2)o1 (stereo not drawn)	i	-3.0	i
CCC(=O)OC1(c2ccccc2)C(C)CN(C)CC1C (stereo not drawn)	i	-0.1	i
O=C1CCCN1C(=O)c1cncc(Br)c1	i	-0.6	i
C=CCn1c(O)c(C(C)=NCCC2=CCCCC2)c(=O)[nH]c1=O	i	-0.6	i
CCCc1nc2ccccc2c(=O)n1-c1ccc(OC)cc1	i	0.7	i

Reformatted as comma-separated lines: part of the list above
canonical_smiles,CHT allo act,STK33 inh,CHT block
CC1=C2[C@@H]3OC(=O)[C@H](C)C3CC[C@@]2(C)C=CC1=O (stereo partly drawn),i,-0.9,i
Cc1ccc(-n2c(-c3cccs3)nc3ccccc3c2=O)cc1,i,-1.3,i
Cc1cc(C)cc(N2C(=O)NC(=O)/C(=C\c3cc(C)n(C)c3C)C2=O)c1,i,-1.1,i
Cc1ccccc1OCCCn1cc(C(=O)C(=O)N2CCOCC2)c2ccccc21,i,-4.6,i
O=c1c2ccccc2ncn1-c1ccc([N+](=O)[O-])c(C(F)(F)F)c1,i,-0.2,i
Cc1ccc(NP(=O)(Oc2ccccc2F)Oc2ccccc2F)cc1C,i,-1.3,i
COc1ccccc1CC(=O)N1CCN(CCc2ccccc2)CC1,i,-0.4,i
CCCCn1c(NS(=O)(=O)c2ccccc2)c(C(=O)OCC)c2nc3ccccc3nc21,i,-4.0,i
C=CCn1c(O)c(C(C)=NCc2ccco2)c(=O)[nH]c1=O,i,-0.7,i
CCN(CC)P(c1n(C)cc[n+]1C)N(CC)CC,i,10,i
CC(=O)c1cn(Cc2ccc(F)cc2)c2ccccc12,i,-3.7,i
CCOc1ccc(N2C(=O)NC(=O)/C(=C/c3cnc(SC)nc3)C2=O)cc1,i,0.1,i
C=CCn1c(O)c(C=NC2CCN(Cc3ccccc3)CC2)c(=O)[nH]c1=O,i,-4.0,i
O=C1NC(=O)N(c2ccccc2)C(=O)/C1=C\c1ccc2c3c(cccc13)CC2,i,2.4,i
Cc1cc(C)nc(-n2c(C)nc3cc(Cl)ccc3c2=O)c1,i,-0.5,i
N#CC1=C(N)Oc2c(c(=O)oc3ccccc23)C1c1cccnc1 (stereo not drawn),i,-0.5,i
CN1C(=O)/C(=C/C=C/c2ccco2)C(=O)NC1=S,i,11,i

Going on with the list:
SMILES	CHT allo act	STK33 inh	CHT block
O=C1/C(=C/c2cccnc2)N2CCC1CC2	i	-2.4	i
COc1ccc(CN2CCCC(C(=O)c3sccc3C)C2)cc1O (stereo not drawn)	i	-0.2	i
COC1=CC=C2[C@H]3Cc4ccc(OC)c5c4[C@@]2(CCN3C)[C@H]1O5	i	-0.8	i
O=C1NC(=O)C(=Cc2ccc(Sc3ccccc3)o2)C(=O)N1	i	-0.8	i
Cc1cc(C)c(N=Cc2c(O)[nH]c(=O)[nH]c2=O)c(C)c1	i	0.2	i
COc1ccc(CCNCc2ccccc2)cc1	i	-0.5	i
COC(=O)CCCCC1SCC(NC(=O)c2ccccc2)C1Cl (stereo not drawn)	i	-0.6	i
CC(C)(C)C(=O)OC[N+](C)(C)CCOC(=O)C(O)(c1ccccc1)C1CCCC1 (stereo not drawn)	i	-3.0	i
CN1CCc2nc3sc(C#N)c(N)c3c(-c3cccs3)c2C1	8.5*	4.3	i
CCCOC(=O)c1ccc(-[n+]2c(-c3ccccc3)cc(-c3ccccc3)cc2-c2ccccc2)cc1	9.3*	3.0	i
CC(=NCC1CCCO1)c1c(O)n(-c2ccccc2C)c(=O)[nH]c1=O (stereo not drawn)	i	-1.0	i
CN(C)C(Cc1ccccc1)C(=O)c1ccc(-c2ccccc2)cc1 (stereo not drawn)	i	-0.4	i
C=CCn1c(O)c(C(CC)=Nc2cccc(C(=O)O)c2)c(=O)[nH]c1=O	i	-0.9	i
Cc1c(CC(=O)N2C[C@H]3C[C@@H](C2)c2cccc(=O)n2C3)c(=O)oc2c(C)c(O)ccc12	i	0.7	i
Cc1ccc(-n2c(O)c(C=Nc3ccc(S(N)(=O)=O)cc3)c(=O)[nH]c2=O)cc1	i	-2.7	i
Cc1cccc(CCNCc2cc3ccc(C)cc3[nH]c2=O)c1	i	0.4	i
CC(C)Cn1cc(C(=O)N2CCC3(CC2)OCCO3)c2c3ccccc3n(C)c2c1=O	i	-5.2	i
CCCCCn1c(=O)c(C(=O)NC(C)c2ccccc2)c(O)c2ccccc21 (stereo not drawn)	i	-1.8	i
Cn1c(O)c(C(=N)COc2cccc(Cl)c2)c(=O)n(C)c1=O	i	-1.2	i
CCN(CC)C(=O)Oc1ccc(NC(=O)N2CCOCC2)cc1	i	-0.1	i
O=C(Cc1ccccc1)Oc1ccc(N2C(=O)C3CCCCC3C2=O)cc1 (stereo not drawn)	i	-0.2	i
O=C(N/N=C1/CN2CCC1CC2)c1cc2ccccc2cc1O	i	1.1	i
Oc1ccccc1-[n+]1c(-c2ccccc2)cc(-c2ccccc2)c(O)c1-c1ccccc1	i	0.6	i
Cc1ccc(/C=C2/C(=O)NC(=O)N(CC3CCCO3)C2=O)s1 (stereo not drawn)	i	-0.8	i
CC(C(=O)Nc1ccc(Br)cc1C(=O)c1ccccc1)N1CCCCC1 (stereo not drawn)	i	-2.6	i
Cc1cc(C)c(S(=O)(=O)NCC2CCC(C(=O)N3CCC4(CC3)OCCO4)CC2)c(C)c1 (stereo not drawn)	i	-1.9	i
Cc1cccc(-n2c(-c3ccc([N+](=O)[O-])cc3)nc3ccccc3c2=O)c1	i	-2.2	i
CNP1(NC)=Nc2nn(-c3ccccc3)c(N)c2C(c2ccccc2)=N1	i	0.0	i
CCOC(=O)c1c(/N=C/C2C(=O)NC(=O)NC2=O)sc2c1CCC2	i	2.5	i
O=C1NS(=O)c2cc([N+](=O)[O-])cc([N+](=O)[O-])c21 (stereo not drawn)	i	2.1	i
Cc1ccccc1N1CCN(C2CCCN(C(=O)Cc3c(C)noc3C)C2)CC1 (stereo not drawn)	i	-0.9	i
O=c1[nH]c(=O)n(CCC2=CCCCC2)c(O)c1/C=N/Nc1cccc2ccccc12	i	0.1	i
CCOC(=O)C1SC2(C(F)(F)C(F)F)CC1(O)c1c(c(OC)c3occc3c1OC)O2 (stereo not drawn)	i	-3.0	i
CCCCn1c(=O)c(C(=O)Nc2ccccc2F)c(O)c2ccccc21	i	0.4	i
Cn1c(O)c(Cc2cccc(Cl)c2Cl)c(=O)n(C)c1=O	i	0.1	i
C/C(CC(c1ccccc1)c1c(O)c2ccccc2oc1=O)=N\NC(N)=S (stereo not drawn)	i	-0.8	i
CN(Cc1ccccc1)C(=O)CN1CCCC1=O	i	-0.2	i
O=C(Nc1ccc(Br)cc1)N1C[C@H]2C[C@@H](C1)c1cccc(=O)n1C2	i	0.8	i
COc1ccc(OC)c(N2C(=O)CC(=O)NC2=O)c1	i	0.2	i
CCN1CCN(Cc2nnnn2C(C)(C)C)CC1	i	-1.1	i
CC(=O)O[C@@H]1/C=C/[C@](C)(O)C[C@@H](C)C/C=C/[C@H]2[C@@H]3O[C@]3(C)[C@@H](C)[C@H]3[C@H](Cc4ccccc4)NC(=O)[C@@]312	i	3.4	-5.1*
COc1ccccc1CNCCc1ccc(F)cc1	i	-0.9	i
Cc1ccc(Cn2nc(C)c(C=O)c2Cl)cc1	i	-1.9	i
NC(Cc1nc2ccccc2[nH]1)c1ccc(Cl)cc1 (stereo not drawn)	i	-1.0	i
Cc1ccc(-n2c(C)cc(/C=C3\C(=O)NC(=O)N(C)C3=O)c2C)cc1C	i	0.0	i
CC(Cc1ccccc1)NC(=O)c1ccc(N)cc1 (stereo not drawn)	i	0.2	i
Cc1cc(C=C2C(=O)NC(=S)NC2=O)c(C)n1-c1ccc2c(c1)OCO2	i	-0.5	i
COc1cc2ccc(=O)oc2c2ccoc12	i	-1.4	i
